Source: PubChem BioAssay
Runt-SMMHC FRET: inhibitors of RUNX1 Runt–CBFb-SMMHC binding, primary screen, biochemical, FRET, Cerulean-Runt, Venus-CBFb-SMMHC, uHTS; Runt-related transcription factor 1 (Homo sapiens) + Core-binding factor subunit beta …; Cerulean-Runt/Venus-CBFb-SMMHC FRET ratio 530/480, 1 h; inhibition, % at 20 µM; 0.74% of 220,000 active;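 active = mean inhibition across duplicate retests at 20 µM reaching about 50%, limit read from the data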;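 note: 0% = DMSO wells and 100% = wells with excess untagged CBFb-SMMHC; inhibitors lower the FRET ratio by blocking Runt binding to CBFb-SMMHC; some results filed as inactive read as strong as hits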
TRPML3 agonist: human TRPML3 channel agonists, primary screen, cell-based, HEK293 TRPML3-YFP, Fluo-8 calcium fluorescence, 3 µM; 100% = the carbachol control signal; 0.29% of 220,000 active; Mucolipin-3 (Homo sapiens), Q8TDD5; activation, % at 3 µM;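 active = activation above its plate's cutoff, the mean activation of the plate's test wells plus 3 SD, cut at about 12% in these data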;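 note: 0% = DMSO only wells and 100% = carbachol wells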
Target sequence (Q8TDD5 whole entry, looked up): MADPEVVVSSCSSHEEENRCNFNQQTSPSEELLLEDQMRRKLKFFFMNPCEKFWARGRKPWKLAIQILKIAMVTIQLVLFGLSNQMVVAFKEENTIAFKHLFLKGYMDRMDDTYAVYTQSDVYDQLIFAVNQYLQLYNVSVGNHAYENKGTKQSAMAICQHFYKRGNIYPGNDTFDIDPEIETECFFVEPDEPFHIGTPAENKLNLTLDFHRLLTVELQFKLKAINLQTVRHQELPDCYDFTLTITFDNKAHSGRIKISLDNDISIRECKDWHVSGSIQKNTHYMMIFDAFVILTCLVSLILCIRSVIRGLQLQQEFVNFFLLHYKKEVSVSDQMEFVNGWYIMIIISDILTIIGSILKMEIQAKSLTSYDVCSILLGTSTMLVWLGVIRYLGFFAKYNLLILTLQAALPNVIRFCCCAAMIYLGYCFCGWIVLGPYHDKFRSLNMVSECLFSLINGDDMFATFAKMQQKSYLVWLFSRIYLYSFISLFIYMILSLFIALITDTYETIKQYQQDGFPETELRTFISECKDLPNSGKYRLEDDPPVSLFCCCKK
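Material: HEK293 cells stably carrying human TRPML3-YFP; compound dosing: single dose, 3 µM final nominal compound, 0.3% DMSO final; incubation: 1-h 37 °C dye load, 5-s basal, 120-s post-compound reads; technique: Fluo-8 intracellular calcium fluorescence, excitation 470-495 nm, emission 515-575 nm; read-out basis: percent activation from peak-to-basal fluorescence ratio, scaled between DMSO and carbachol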
CHOP inh: inhibitors of CHOP promoter induction, primary screen, cell-based, unfolded protein response, luciferase reporter. CHO-K1 CHOP-promoter luciferase, tunicamycin-induced, 15-18 h. inhibition, % at 10 µM. 3.8% of 220,000 active. AID 2732, 2010;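 active = compounds that reduced the stress-induced luciferase reporter signal by more than about 70% of percent inhibition, limit read from the data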;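 note: 0% = tunicamycin plus vehicle and 100% = wells without tunicamycin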
zfTRPN1 agonist: zebrafish TRPN1 channel agonists, primary screen, cell-based, HEK293, calcium fluorescence | transient receptor potential cation channel N1 (TRPN1/NompC), Danio rerio | HEK293 zebrafish TRPN1-YFP, Fluo-8 calcium fluorescence; 100% = response to 87 µM carbachol | activation, % at 3 µM | 0.18% of 220,000 active | AID 1424, 2008;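 active = activation above its plate's cutoff, the mean activation of test wells on that plate plus 3 SD, cut at about 19% in these data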;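 note: 0% = DMSO alone and 100% = 87 µM carbachol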
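Material: zebrafish TRPN1-YFP in HEK293 cells. Doses: one dose of 3 µM, 0.3% DMSO. Incubation: dye 1 h 37 °C plus 30 min RT. Measured by: intracellular calcium fluorescence with Fluo-8.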
TNF necrop inh: inhibitors of TNF-alpha triggered necroptosis, primary screen, cell-based, Jurkat FADD-/-, single concentration. Jurkat FADD-/- TNF necroptosis rescue, ATP luminescence, 24 h; 0 = TNF only, 100 = no-TNF cells. 0.068% of 220,000 active. AID 463075, 2010. activation (protection from cell death), % at 10 µM;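 active = activation, meaning protection from cell death, of at least 50% relative to plate controls; inactive = activation below 50%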;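 note: necroptosis triggered by 40 ng/mL TNF-alpha added together with compound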
PPC-1+TRAIL kill: compounds killing PPC-1 cancer cells with TRAIL present, primary screen, TRAIL potentiator project, ATPLite luminescence, uHTS | cell killing (% activity), % at 4 µM | 0.41% of 220,000 active | PPC-1 cells + TRAIL, ATPLite viability luminescence;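 active = cell killing above 50% in the first pass at 4 µM, then a duplicate retest at 5 µM averaging 50% or more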;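 note: plate controls were cells with TRAIL plus DMSO for no effect and medium-only wells lacking cells for full effect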
EBV gp42 block: Epstein-Barr virus gp42 inhibitors, primary screen, biochemical, uHTS, fluorescence polarization; Glycoprotein 42 (Epstein-Barr virus (strain AG876)), Q1HVG2; Fluorescence polarization binding assay, mP read-out; inhibition, % (tested at 21.74 µM); 0.42% of 220,000 active; AID 1085, 2008; in the data active = inhibition above about 50%
Mdm2 ligase inh: MDM2-luciferase reporter signal enhancers, primary screen, MDM2 E3 ligase inhibitor project, cell-based, luminescence, 1536-well. E3 ubiquitin-protein ligase Mdm2 (Homo sapiens), Q00987. cell-based MDM2 ubiquitination luciferase reporter, 2 h; 0 = plate control, 100 = twice control, blank-subtracted. signal enhancement, % at 5 µM. 0.11% of 210,000 active;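 active = signal enhancement of 30% or more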;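 note: luminescence tracks abundance of the self-degrading MDM2-luciferase fusion protein; higher signal means inhibition of MDM2 E3 ligase activity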
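system = mammalian cells stably expressing self-ubiquitinating, self-degrading MDM2 E3–luciferase fusion | quantity = 2000 cells per well seeded | incubation = 4 h cell settling then 2 h compound exposure, 37 °C | signal = SteadyLite luminescence, 15 min reagent step | benchmarks = plate control and blank wells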
NCF1 inh: p47phox/p22phox peptide binding inhibitors, primary screen, biochemical, uHTS, NADPH oxidase regulatory subunit; Neutrophil cytosol factor 1 (Homo sapiens), P14598; fluorescence polarization, 2 h; 0.53% of 220,000 active; inhibition, % at 24.7 µM;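 active = inhibition above about 30%, limit read from the data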;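 note: 0% = p47phox with labelled peptide and 100% = labelled peptide alone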
Target sequence (P14598 whole entry, looked up): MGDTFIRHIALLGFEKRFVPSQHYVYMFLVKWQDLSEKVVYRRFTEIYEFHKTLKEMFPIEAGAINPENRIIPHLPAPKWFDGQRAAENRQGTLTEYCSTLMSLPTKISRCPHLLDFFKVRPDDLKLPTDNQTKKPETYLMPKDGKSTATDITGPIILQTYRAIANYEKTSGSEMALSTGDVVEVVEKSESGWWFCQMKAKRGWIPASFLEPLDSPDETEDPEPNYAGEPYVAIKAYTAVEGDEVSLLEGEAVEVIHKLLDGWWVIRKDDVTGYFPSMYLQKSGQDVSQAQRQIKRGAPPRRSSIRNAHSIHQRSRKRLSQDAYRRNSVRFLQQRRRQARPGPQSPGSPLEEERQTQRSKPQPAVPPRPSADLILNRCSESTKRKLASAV
* = called active by the depositor; . = no result given.

SMILES	NCF1 inh	zfTRPN1 agonist	PPC-1+TRAIL kill	TNF necrop inh	EBV gp42 block	TRPML3 agonist	Runt-SMMHC FRET	CHOP inh	Mdm2 ligase inh
Cc1cc(C)n2[nH]c(=O)c(N=Nc3ccc(S(N)(=O)=O)cc3)c2n1	-3	0.4	15	-0.5	-8	0.8	-6	2	2
COc1cccc(-n2cc(CNCc3c(C(=O)N(C)C)nc4ccc(Cl)cn34)cn2)c1	-4	0.6	11	1.6	-11	1.8	2	-1	-11
CC(NC(=O)Cn1cc(C(=O)C2CC2)c2ccccc21)c1ccccc1 (centres undefined)	-11	3.0	-2	0.4	-22	0.5	2	-5	3
CC(=O)Nc1ccc(S(=O)(=O)Nc2nnc(C(C)C)s2)cc1	0	-0.6	7	-0.1	-9	1.0	-4	33	-4
Cc1ccc(C)c(N(C)C(=O)c2coc(=O)c3ccccc23)c1	-1	0.1	-2	-0.3	-7	0.2	-4	9	-1
CCN(CC)CCNc1ncnc2c1sc1nc(N3CCCC3)c3c(c12)CC(C)(C)OC3	-2	-0.6	16	-5.1	-3	0.7	2	22	.
CC(=O)Nc1ccc(N=Nc2ccc(O)cc2)cc1	-2	-1.3	6	-3.5	-28	-0.1	-4	24	-7
CCOC(=O)C1(CC2CC2)CCN(C(=O)c2cc(C)nc3ccc(CC)cc23)CC1	2	-0.9	7	-1.1	10	-1.0	-11	39	-13
CC1=C(C(=O)OC(C)C)C(c2ccc(C)o2)NC(=O)N1 (centres undefined)	5	-0.8	12	-2.1	2	0.2	0	10	-2
O=C(CN1CCCCC1)N1CCCc2ccccc21	1	0.1	11	0.2	-10	-0.2	1	-7	-11
CCCCn1c(=O)[nH]c(=O)c2c1nc(-c1ccc(CC)c([N+](=O)[O-])c1)n2C	3	-0.5	37	-1.9	-17	0.0	2	76*	10
COc1ccccc1NC(=O)CCSCCC(=O)Nc1ccccc1OC	-27	-0.9	21	0.7	-7	-0.3	-6	16	9
O=C(O)c1ccc(-c2nnn(Cc3cccc(C(F)(F)F)c3)n2)cc1	-12	0.5	-2	0.7	-5	1.2	1	-17	2
O=C(Cn1ncc(N2CCCC2)c(Cl)c1=O)c1ccc(Cl)cc1	-3	0.1	9	-1.2	0	0.0	0	2	-1
CC(=O)c1ccc(OCC(=O)NC2CCS(=O)(=O)C2)cc1 (centres undefined)	-12	1.4	18	0.4	-10	-0.2	1	10	-23
COc1cccc(NC(=O)CN2CCN(S(=O)(=O)c3ccc(C(C)C)cc3)CC2)c1	-5	-0.7	3	1.9	-18	0.0	-2	32	-49
CCOC(=O)C1CCN(C(=O)c2ccc3c(c2)OCO3)CC1	2	-0.1	3	-0.2	1	0.8	1	-3	-11
O=S(=O)(c1cccc(F)c1)N1CCC(CO)(Cc2cccc(F)c2)CC1	-3	3.7	-29	3.7	8	1.4	3	-4	-11
O=S(=O)(NCc1cccs1)c1cccc2cccnc12	2	-0.5	5	0.5	-6	-0.1	2	-10	5
Cc1cc(C)nc(/N=C(\NC(=O)C(C)(C)C)Nc2ccc(F)cc2)n1	-22	0.9	-24	2.6	-3	-0.1	-1	-15	-6
COc1cc(/C(C)=N/Nc2ccc(C(=O)O)cc2)cc(OC)c1OC	-7	0.2	24	0.7	-8	1.0	2	12	-15
COc1cccc(-c2nnc(SCC(=O)Nc3ccc(S(N)(=O)=O)cc3)n2C)c1	-6	1.5	-2	0.2	-21	0.6	-3	1	-13
COc1ccccc1OCCSc1nnnn1-c1ccc(C)cc1	-10	.	-8	-0.4	-1	.	-3	22	-7
N#CC(c1ccc(O)cc1)N1CCCCC1 (centres undefined)	7	2.4	14	0.4	-7	1.2	2	30	-5
O=C(Nc1ccc(Br)cc1)c1cccc(N2C(=O)C3C4CCC(C4)C3C2=O)c1 (centres undefined)	-5	0.0	28	7.6	-5	1.2	2	7	5

Overlap with the part before: 2 entries, then new ones.
SMILES	NCF1 inh	zfTRPN1 agonist	PPC-1+TRAIL kill	TNF necrop inh	EBV gp42 block	TRPML3 agonist	Runt-SMMHC FRET	CHOP inh	Mdm2 ligase inh
N#CC(c1ccc(O)cc1)N1CCCCC1 (centres undefined)	7	2.4	14	0.4	-7	1.2	2	30	-5
O=C(Nc1ccc(Br)cc1)c1cccc(N2C(=O)C3C4CCC(C4)C3C2=O)c1 (centres undefined)	-5	0.0	28	7.6	-5	1.2	2	7	5
O=C(NC1CCCc2ccccc21)c1cccc(S(=O)(=O)N2CCOCC2)c1 (centres undefined)	-8	-1.7	-5	1.1	-9	0.5	-1	12	-8
COCC1CCN(Cc2nc(-c3cccs3)no2)C1 (centres undefined)	-13	0.1	22	-1.2	-3	0.6	-6	-25	.
COc1cc(/C=N/OCC(=O)Nc2cc(C)cc(C)c2)ccc1OCc1ccc(Cl)cc1	-53	0.4	24	3.3	-123	-0.5	18	-2	-10
O=c1cc(CO)oc(CN2CCC(Cc3ccccc3)CC2)c1O	-6	1.6	-1	-1.9	-12	0.5	1	-4	-3
O=C(CSc1ccc2ccccc2n1)c1ccccc1	1	-1.6	10	3.9	-4	0.5	-3	-6	-11
O=S(=O)(Nc1cccc(-c2cn3cccnc3n2)c1)c1ccc(Cl)cc1	-2	-1.1	18	2.7	-16	-0.1	4	10	9
c1ccc2sc(NC3=NCN(C4CCCCCC4)CN3)nc2c1	-14	1.8	23	-1.4	-16	1.1	1	17	-21
COc1cccc2sc(NC(=O)c3ccc(S(=O)(=O)N4CCOCC4)cc3)nc12	-22	2.7	3	-2.3	-12	1.7	-4	-5	-13
Fc1ccc(Oc2nnnn2-c2ccccc2)cc1	-7	0.4	26	1.2	-2	0.0	2	22	-6
COc1ccc(CNC(=O)CN(c2ccc(OC)cc2)S(=O)(=O)c2c(C)nn(C)c2C)cc1	-1	-0.8	14	0.9	-8	1.0	4	18	0
COC(=O)c1ccccc1NC(=O)C1CCCN(c2nnc(-n3cccc3)s2)C1 (centres undefined)	-8	-3.1	19	0.0	-3	-0.3	-3	37	-19
COc1ccc2cc[nH]c2c1	-2	-0.1	-2	0.2	-13	0.1	-1	6	-11
CCOC(=O)C1=C(C)N=C2SC(C)C(=O)N2C1c1ccccc1 (centres undefined)	-2	-2.6	12	-0.3	-3	-0.8	-1	3	-11
COc1cccc(NC(=O)NC2CCCCC2C)c1 (centres undefined)	1	1.2	16	1.7	-8	0.8	1	2	-37
O=C(CSc1nnc(CNc2ccc(F)cc2)n1Cc1ccco1)NC1CC1	-12	-0.3	3	0.2	4	-0.5	-1	-13	-7
COc1ccc(NC(=O)N/C=C/c2ccco2)cc1	-25	1.7	4	-1.0	-11	1.3	-9	17	-31
CCOC(=O)c1c(C)[nH]c(C(=O)OCC(=O)N2CC(C)OC(C)C2)c1C (centres undefined)	-4	1.4	4	1.7	-16	0.4	-1	24	-6
COc1cccc(NC(=S)NNC(=O)Cn2nc([N+](=O)[O-])cc2C)c1	-8	1.6	18	0.1	-9	0.8	1	-2	-2
O=C(CSc1cccc[n+]1[O-])c1ccc(-c2ccccc2)cc1	2	0.8	-3	-1.0	-22	0.1	-2	-30	-7
CN1C(=O)CSc2ccc(NC(=O)NCc3ccc(F)cc3)cc21	-22	1.1	-35	1.2	7	0.5	-4	22	-15
Cn1ccnc1C(=O)C1CCCN(Cc2cn[nH]c2-c2ccc(-c3ccccc3)cc2)C1 (centres undefined)	-7	-0.6	14	3.9	1	0.6	-1	18	-3
O=C(C[n+]1cccc(CNC(=O)c2ccc(OC(F)F)cc2)c1)Nc1ccc(SC(F)F)cc1	-16	-1.5	12	1.9	-2	-0.6	2	7	0
COC(=O)c1sc2ccccc2c1NC(=O)c1ccc(S(=O)(=O)N2CCCC(C)C2)cc1 (centres undefined)	-13	0.3	11	-0.7	-17	0.6	1	20	-7
COc1cc(-c2nc(S(=O)(=O)c3ccc(C)cc3)c(N(C)C)o2)cc(OC)c1OC	-6	0.5	5	-1.5	-1	0.1	-4	-12	-1
CC1=C(C#N)C(NC(=O)c2cccc(Cl)c2)(C(F)(F)F)C(=O)N1 (centres undefined)	-9	1.1	29	2.5	-13	2.1	-4	-5	-7
COc1ccccc1Nc1nc(Cl)nc(Nc2ccccc2OC)n1	-7	0.5	16	-0.3	-6	1.0	1	-2	4
Cc1onc(-c2c(Cl)cccc2Cl)c1C(=O)OCC(=O)c1ccccc1	-6	2.0	12	2.8	1	1.3	-1	27	-1
O=C(c1ccccc1)N1CCN(C2CCCCC2)CC1	-5	0.7	-9	0.0	-10	0.5	-1	14	.
N#Cc1sc2nc3c(cc2c1N)CCCC3	-8	-0.3	-13	-0.1	10	0.0	-2	1	0
O=C(N/N=C/c1cc(Br)ccc1O)C(=O)Nc1ccccc1OC(F)(F)C(F)F	-7	0.6	37	-18	-6	0.1	-91	77*	-17
COc1ccc(CN(Cc2ccc(OC)cc2)C(=O)c2cccs2)cc1	-4	0.3	21	-1.5	0	0.2	2	-9	-8
O=C(O/N=C1/CCCc2occc21)c1ccc(Cl)cc1Cl	-1	-2.7	14	1.1	3	-0.9	0	33	-2
CC1CN(C(=O)c2ccc(COCC(F)(F)F)o2)CC(C)O1 (centres undefined)	-7	-1.0	16	-0.5	-22	0.7	0	41	-12
CCN(C(=O)COC(=O)c1[nH]c(=O)[nH]c(=O)c1N)c1ccccc1	-11	0.6	-11	-0.2	-3	1.1	2	-1	-12
COc1ccccc1CNC(=O)COC(=O)[C@H](Cc1c[nH]c2ccccc12)NC(=O)c1cccs1	-31	-1.2	26	2.0	-1	0.4	6	18	-12
CCOC(=O)C1=C(C)N=C2SC(C)C(=O)N2C1c1cccc(F)c1 (centres undefined)	-11	-1.9	19	0.0	-12	0.7	1	47	-9
